LYP inh 2: blocks human PTPN22 phosphatase activity | inhibition, % at 2 µM | hit rate 0.21% among 96,000 | recombinant LYP catalytic domain, DiFMUP fluorescence;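 active means inhibition at 2 µM at or above a set limit, the screen mean plus 3 SD, cut at about 24% in these data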;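 further: 0% = DMSO with enzyme and 100% = enzyme fully blocked by orthovanadate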
Target sequence (Q9Y2R2 whole entry, looked up, the tested form may be a part): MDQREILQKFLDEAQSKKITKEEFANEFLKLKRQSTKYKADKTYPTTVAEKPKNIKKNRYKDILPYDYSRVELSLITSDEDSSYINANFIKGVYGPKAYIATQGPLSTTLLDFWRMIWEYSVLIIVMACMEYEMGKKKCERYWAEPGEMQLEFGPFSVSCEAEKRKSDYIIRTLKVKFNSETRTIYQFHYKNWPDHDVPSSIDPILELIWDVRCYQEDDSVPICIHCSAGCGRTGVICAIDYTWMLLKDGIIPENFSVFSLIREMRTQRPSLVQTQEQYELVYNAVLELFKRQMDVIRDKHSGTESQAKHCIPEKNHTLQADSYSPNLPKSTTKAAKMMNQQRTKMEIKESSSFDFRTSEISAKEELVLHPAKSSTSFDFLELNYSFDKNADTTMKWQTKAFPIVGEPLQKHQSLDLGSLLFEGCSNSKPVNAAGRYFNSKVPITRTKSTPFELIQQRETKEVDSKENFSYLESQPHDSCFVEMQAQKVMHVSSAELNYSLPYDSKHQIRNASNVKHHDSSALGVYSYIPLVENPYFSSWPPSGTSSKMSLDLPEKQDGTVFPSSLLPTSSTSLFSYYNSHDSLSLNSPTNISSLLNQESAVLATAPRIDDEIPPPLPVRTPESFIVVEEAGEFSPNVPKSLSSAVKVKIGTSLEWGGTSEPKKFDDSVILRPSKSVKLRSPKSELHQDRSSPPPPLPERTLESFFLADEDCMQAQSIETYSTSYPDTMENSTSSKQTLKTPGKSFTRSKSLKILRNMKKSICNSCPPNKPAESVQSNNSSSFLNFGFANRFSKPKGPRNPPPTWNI
PostGolgi ctrl: growth of the yeast control strain, post-Golgi counter-screen; efflux-deficient yeast background strain, growth absorbance A615, 16 h; inhibition, % at 10 µM; hit rate 5% among 98,000; AID 738
CYP2C9 act: CYP2C9 (human) activation. P11712. recombinant CYP2C9, luciferin-H conversion, luminescence; active compounds read high; factor 1 = untreated enzyme, 0 = blocked. activation factor at 5 µM. hit rate 1.4% among 96,000;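 active means activation factor of 2 or more for CYP2C9 at a 5 µM dose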;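 further: 0 = sulfaphenazole-blocked wells and 1 = vehicle-only wells; values of inactives mirror those of a sister screen read the other way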
hDAT+cocaine: modulates human dopamine transporter uptake under cocaine; B-score at 10 µM; LLC-PK1 hDAT cells, [14C]-dopamine uptake with cocaine IC80; actives deviate in either direction; hit rate 1.3% among 110,000; AID 449768;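 active means Z score or B-score, a plate-position-corrected score, falls beyond the plate's 99.7% confidence bounds, in either direction; inactive means both scores lie inside the 99.7% bounds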;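 further: scored against the spread of the other compound wells on the same plate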
Ecoli WT expand: growth inhibitors of E. coli BW25113 wild type; OD600 absorbance; growth inhibition, % at 100 µM; hit rate 0.15% among 98,000;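 active means growth inhibition above about 50% at one test dose, limit read from the data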;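 further: growth measured after 20 h incubation at 37 °C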
CYP2C9 inh: human CYP2C9 inhibition; inhibition, % at 5 µM; CYP2C9 Supersomes, luciferin-H conversion, luminescence; P11712; hit rate 20% among 96,000;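 active means blocking of liver enzyme CYP2C9 beyond about 50% at 5 µM, limit read from the data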; further: values of inactives mirror those of a sister screen read the other way
PostGolgi yeast: growth inhibition of a yeast mutant, post-Golgi transport screen; post-Golgi transport phenotypic cell assay; inhibition, % at 10 µM; hit rate 0.9% among 98,000; AID 739;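 further: yeast cells grown in 1536-well plates; yeast grown about 18 h at 30C before absorbance read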
LYP act: LYP (human) phosphatase activation | activation, % at 2 µM | Q9Y2R2 | hit rate 0.11% among 96,000 | recombinant LYP, DiFMUP fluorescence; 0 = plate median, 100 = signal doubled;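 active means activation at 2 µM above a set limit, the mean plus 5 SD, cut at about 37% in these data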
Pyk2 oligo antag: Pyk2 (human) oligomerization antagonism | Q14289 | Q293 cells, Pyk2 FERM NanoBiT luminescence; active compounds read low | z-score (the deposit names both 25 µM and 10 µM) | hit rate 0.83% among 99,000;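 active means Z-score of -3 or lower, scaled per plate to the spread of control and sample wells; inactive means z-score above -3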;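 further: negative z-score means lost luminescence so less FERM oligomerization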
An asterisk follows results filed as active; nt = not tested or not shown. Unless noted, no stated cut-off is given here; in the data, active means inhibition above about 30%; inactive means the rest.

SMILES	LYP inh 2	PostGolgi ctrl	CYP2C9 act	hDAT+cocaine	Ecoli WT expand	CYP2C9 inh	PostGolgi yeast	LYP act	Pyk2 oligo antag
COc1ccccc1N1CCN(Cc2ccsc2)CC1	-5	-11	0.9	-0.025	6	9	-11	2	-0.21
CCOCCCn1c(=NC(=O)c2cccnc2)c(C(=O)OCC)cc2c(=O)n3ccccc3nc21	-6	6	0.8	0.38	3	16	26	3	-0.1
CCOc1ncccc1C(=O)OCC(=O)c1cccs1	5	5	0.6	0.22	0	43	5	-2	0.87
CSc1ncccc1C(=O)OCC(=O)Nc1cc(C(F)(F)F)ccc1N1CCOCC1	11	29	0.5	0.23	3	51*	9	-14	-2.9
CCOC(=O)C1=C(CN2c3ccccc3CC2C)NC(=O)NC1c1ccccc1 (centres undefined)	6	33*	0.8	-0.35	-17	20	1	-4	-0.47
CC(C)CCOC(=O)C1C(c2ccccc2)C(C(=O)O)C1c1ccccc1 (centres undefined)	2	-1	0.8	0.92	-1	23	10	-1	2.5
COC(=O)c1[nH]c2cccc(C)c2c1NC(=O)CN1CCN(C(=O)c2ccco2)CC1	2	5	1.1	-0.00084	-3	-5	0	-4	2.4
Cc1cc(C)nc(SCC(=O)Nc2ccc(S(=O)(=O)N3CCCCC3)cc2)n1	2	16	0.2	0.51	-6	75*	-11	-1	0.01
O=C(CN(Cc1ccc2c(c1)OCO2)C(=O)CNS(=O)(=O)c1ccccc1)NCC1CCCO1 (centres undefined)	3	-3	0.9	-0.49	1	9	-1	-5	-0.38
CCOC(=O)C1CCN(c2cc(C)nc3cc(-c4cccc(F)c4)nn23)CC1	10	2	0.8	-0.53	-9	16	8	-8	-0.78
COc1cc2nc(NC(=O)c3ccccc3)[nH]c(=O)c2cc1OC	-3	5	0.9	0.98	-24	11	-2	-2	-1.8
CC(C)CC1NC2(C(=O)N(C)c3ccccc32)C2C(=O)N(C(C)C)C(=O)C12 (centres undefined)	nt	-4	1	-0.71	7	0	6	nt	nt
O=C(Nc1ccccc1N1CCOCC1)c1cnccn1	0	17	1	-0.28	0	-2	3	-3	0.02
CC1CN(C(=O)Cc2ccc(-c3ccccc3)cc2)CC(C)O1 (centres undefined)	-2	4	0.4	1.4	1	57*	0	-5	-1.4
Cc1nn(C)cc1/C=C1\SC(=S)NC1=O	-7	-1	1	-0.33	-1	-1	-2	10	1.3
N=c1c2c3c(sc2nc2n1CCC2)CCCC3	-5	11	1.1	-0.038	-6	-6	-10	4	-0.16
Cc1ccc(OCC(=O)NNC(=O)C2CCN(c3ncccn3)CC2)cc1	-4	26	0.9	0.59	6	6	6	6	0.73
Cn1c(=O)oc2cc(S(=O)(=O)NC3CCN(Cc4ccccc4)CC3)ccc21	-7	2	nt	-0.0052	11	nt	4	5	nt
O=C(O)c1cccn2c(=O)c3ccccc3nc12	nt	11	0.9	1.4	19	5	-1	nt	0.64
c1ccc(C(c2nnnn2C2CCCC2)N2CCN(c3nc4ccccc4s3)CC2)cc1 (centres undefined)	-10	nt	nt	1.3	nt	nt	nt	8	-1.9
CS(=O)(=O)N1N=C(c2ccc(Cl)cc2)CC1c1cccs1 (centres undefined)	0	14	0.4	1.7	-6	56*	21	3	-1.2
CCS(=O)(=O)N1CCCC(C(=O)NCCCN(C)Cc2ccccc2)C1 (centres undefined)	-4	16	1.1	0.03	1	-7	1	8	0.29
CSc1nc2ccc(S(=O)(=O)N(C)C)cc2s1	5	15	0.7	-0.13	-2	31	-5	-4	0.59
Cc1nnc(C)n1/N=C/c1ccc(O)cc1	2	1	0.9	0.034	6	10	-1	-5	-0.66
CCOC(=O)c1oc2cccc(O)c2c1C	-11	13	2.4*	1.8	4	-144	0	8	-0.17

Compound profiles (already shown). Values in the order: LYP inh 2	PostGolgi ctrl	CYP2C9 act	hDAT+cocaine	Ecoli WT expand	CYP2C9 inh	PostGolgi yeast	LYP act	Pyk2 oligo antag
Cc1ccc(OCC(=O)NNC(=O)C2CCN(c3ncccn3)CC2)cc1 is listed as -4	26	0.9	0.59	6	6	6	6	0.73
COc1cc2nc(NC(=O)c3ccccc3)[nH]c(=O)c2cc1OC is listed as -3	5	0.9	0.98	-24	11	-2	-2	-1.8
CCOc1ncccc1C(=O)OCC(=O)c1cccs1 is listed as 5	5	0.6	0.22	0	43	5	-2	0.87
Cc1nn(C)cc1/C=C1\SC(=S)NC1=O is listed as -7	-1	1	-0.33	-1	-1	-2	10	1.3
CCOC(=O)C1CCN(c2cc(C)nc3cc(-c4cccc(F)c4)nn23)CC1 is listed as 10	2	0.8	-0.53	-9	16	8	-8	-0.78

Next results.
SMILES	LYP inh 2	PostGolgi ctrl	CYP2C9 act	hDAT+cocaine	Ecoli WT expand	CYP2C9 inh	PostGolgi yeast	LYP act	Pyk2 oligo antag
O=C(c1cccs1)N1CCn2c1nc1ccccc12	-8	-9	1.1	-0.18	-1	-12	-2	8	-0.41
CCCCCCNC(=O)CCNC(=O)c1cc(OC)c(OC)c(OC)c1	3	8	0.8	2.3	2	17	8	-5	0.38
CC(C)C(C(=O)Nc1ccc(N2CCOCC2)cc1)N1C(=O)c2ccccc2C1=O (centres undefined)	-4	10	0.8	-0.71	-1	16	8	1	0.61
CS(=O)(=O)C1=C(O)C(=O)N(CCCC(=O)O)C1c1ccccc1F (centres undefined)	-8	7	1	-0.67	-1	-2	11	7	-0.56
CCOc1ccc(C(CCc2ccccc2)NC(=O)c2ccccc2)cc1OCC (centres undefined)	7	-3	0.3	0.35	3	68*	-1	-7	-1.6
CC(=O)c1ccc(N2CCN(S(=O)(=O)c3cccc(S(=O)(=O)N4CCOCC4)c3)CC2)cc1	-12	-4	1	0.47	1	4	2	9	2.4
Cc1ccccc1NC(=O)NCCN1C(=O)C2C3C=CC(C3)C2C1=O (centres undefined)	-9	-4	1	-0.047	4	5	-1	6	nt
Cc1cc(NC(=O)Nc2ccc(F)cc2)no1	-3	10	0.7	1.8	13	31	-2	4	0.38
O=C(c1cnccn1)N1CCc2ccccc21	nt	0	1.2	0.049	2	-19	-10	nt	-0.31
Oc1ccc(-c2n[nH]c(=S)n2Cc2ccccc2)cc1	nt	-1	0.6	-0.08	2	39	5	nt	-0.64
Cc1ccc(C(=O)NC(=S)N2CC(C)OC(C)C2)cc1[N+](=O)[O-] (centres undefined)	-2	5	0.9	nt	1	8	0	6	-0.61
COc1ccc(CC(NC(C)=O)C(=O)NC2CCN(C(=O)c3cnccn3)CC2)cc1 (centres undefined)	-10	-9	0.9	-1.1	-2	10	-3	12	0.02
O=C(c1ccccc1)c1cccn1CC(=O)N1CCCCCC1	-5	3	1	-0.6	18	1	-3	2	-0.13
CC(NC(=O)CSc1nnc(COc2ccccc2)o1)c1ccccc1 (centres undefined)	-11	2	0.5	-0.021	3	46	-1	11	-0.09
COCCSc1ccccc1C(=O)N1CCN(Cc2ccc3c(c2)OCO3)CC1	7	7	0.8	-0.62	3	19	-4	-5	0.23
COc1ccc(-c2nnc(SCC(=O)c3cccs3)o2)cc1	nt	0	0.6	-0.65	-5	35	-1	nt	2.6
COc1ccc(-n2c(C)cc(=O)c3c2CC(C)(C)CC3=O)cc1	-1	-2	1	0.12	1	0	-3	0	1
COC(=O)[C@H](CCSC)NC(=O)N1CCC(C)CC1	-3	2	0	-0.013	1	96*	6	6	0.22
O=S(=O)(c1ccccc1)N1CCC(n2nnc3cc(F)ccc32)CC1	-2	20	1.2	-0.46	3	-21	5	-1	0.19
COCCN1C(=O)c2ccccc2C(C(=O)NCCCN2CCCC2=O)C1c1c[nH]c2ccccc12 (centres undefined)	nt	-3	nt	-0.84	8	nt	3	nt	0.41
NC(=O)c1ccsc1NC(=O)COc1ccccc1	-12	1	0.4	-0.21	-2	65*	22	7	-0.25
Cc1ccc(NC(=O)COc2ccc(/C=C3/SC(=Nc4ccccc4)N(Cc4cccnc4)C3=O)cc2)cc1	8	-8	0.5	-0.045	8	53*	-1	-8	1.6
Cc1nn(C)c(C)c1CNC(=O)c1nn2c(c1Cl)NC(c1cccs1)CC2C(F)(F)F (centres undefined)	-2	19	0.9	-1.4	3	11	6	0	-2.9
COC(=O)c1nn(C23CC4CC(CC(C4)C2)C3)c2c1C(=O)N(c1ccc(F)cc1)C2=O	10	-1	1.1	-0.18	4	-5	-7	-8	0.5
CCn1c(CCNC(=O)c2ccc(Cl)c(Cl)c2)nnc1SCCOc1ccc(OC)cc1	-4	19	0.8	-0.66	-2	22	-2	7	-0.79

New compounds follow.
SMILES	LYP inh 2	PostGolgi ctrl	CYP2C9 act	hDAT+cocaine	Ecoli WT expand	CYP2C9 inh	PostGolgi yeast	LYP act	Pyk2 oligo antag
CCN(CC)c1cccc(OCC(=O)N(C)CCC#N)c1	-5	-1	1.1	-0.53	2	-7	-1	5	0.19
c1cc2nnnn2nc1N1CCCCCC1	-2	nt	nt	-0.097	nt	nt	nt	2	0.01
Cc1ccc2occ(C(c3nnnn3C3CCCC3)N3CCN(C(=O)c4ccco4)CC3)c(=O)c2c1 (centres undefined)	0	12	0.2	0.43	6	83*	-6	-1	-0.46
N#CC(c1ccc(F)cc1)c1ccc(C(=O)c2ccccc2)cc1 (centres undefined)	8	12	0.1	0.26	-8	91*	-11	-6	-2.1
CCCCC(=O)Nc1nc(C)c(-c2csc(Nc3cc(Cl)ccc3OC)n2)s1	11	-5	0.7	-0.28	-1	33	4	-7	nt
CNC(=O)c1ccc2snnc2c1	-3	5	0.9	-0.23	4	5	-9	0	nt
Cc1ccccc1-c1cc(C(=O)Nc2sc(C)c(C)c2C(N)=O)c2ccccc2n1	-1	39*	0	0.21	-7	98*	13	-1	-0.92
CCOC(=O)CCCCC(=O)c1[nH]c(=O)[nH]c1CSc1nc(C)cc(=O)[nH]1	nt	21	0.9	0.13	-4	8	-4	nt	-0.35
O=C(N1CCOCC1)N1CCC(n2nnc3cc(F)ccc32)CC1	-10	16	0.6	-0.88	-1	36	-1	8	0.43
CCn1cc(C(=O)NCc2ccco2)c(=O)c2cc(S(=O)(=O)N3CC(C)CC(C)C3)ccc21 (centres undefined)	3	4	0.4	1.1	-5	58*	0	-5	-0.86
O=C(CNc1ccc(Oc2ccccc2)cc1)N1CCOCC1	1	-9	1.2	-0.81	7	-18	-6	-2	0.58
CC(=O)O/N=C(/C)c1ncc(C(F)(F)F)cc1N1CCOCC1	10	3	0.9	-2.1	2	15	2	-8	0.21
CCN1C(=O)CC(N2CCC(Nc3ccc(OC)cc3)CC2)C1=O (centres undefined)	6	-1	1.1	-0.91	6	-7	-5	-6	0.05
O=C(CCSCCC(=O)NCC1CCCO1)NCC1CCCO1 (centres undefined)	-3	4	1.1	-0.86	-2	-11	5	-1	0.42
C=CCN(C(=O)Nc1ccccc1)C1CC(=O)N(c2ccc(OC)cc2)C1=O (centres undefined)	-6	1	1	0.028	-3	-4	-3	9	-0.51
CCOC(=O)c1ccc(NC(=O)C(=O)NCc2ccncc2)cc1	9	2	0.5	-1.4	1	51*	-5	-7	-0.26
CC#CCN(CC#CC)S(=O)(=O)c1ccc(-n2cnnn2)c(OC)c1	-6	4	0.9	-0.39	0	13	22	6	0.83
O=C(Nc1ccccc1)c1cccc(-c2nnc(-c3ccccc3)o2)c1	1	-2	0.8	0.61	-30	20	-1	-3	1
O=c1[nH]c2c(s1)C(c1ccco1)C1C3CCC(C3)C1S2 (centres undefined)	2	15	0.6	-1	2	38	-35	0	0.48
COC(=O)c1ccccc1N(C)S(C)(=O)=O	-5	-5	1.1	0.28	-2	-10	0	9	1.4
CCOC(=O)COc1ccc(S(=O)(=O)NCc2cccnc2)cc1	-10	6	0.9	0.0011	8	5	4	11	1.1
CCSc1cnc(-c2ccccc2)n1CC	5	3	0.9	-0.27	12	12	-4	-8	-0.85
CCCn1c(SCC(=O)N2CCN(S(=O)(=O)c3ccc(Cl)cc3)CC2)n[nH]c1=O	-1	-5	0.9	0.45	3	7	-2	-1	-0.25
On1onc2c3cc(-c4ccccc4)nc3ccc21	2	94*	0.3	nt	42	65*	96*	-2	-2.8
O=[N+]([O-])c1cc(-n2cnnn2)ccc1N1CCC(Cc2ccccc2)CC1	6	74*	0.4	1.6	-18	62*	1	-3	-0.17

Source: PubChem BioAssay (several laboratories)
